Source: PubChem
NS3 helicase inh = HCV NS3 helicase inhibition; AID 1800; NS3 helicase DNA unwinding, Cy5 molecular beacon fluorescence; 290,000 compounds, 0.56% hits; inhibition, % at 10.9 µM;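 active means inhibition above the mean of all tested compounds plus 3 SD, set per campaign, cut at about 35% in these data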;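 further: 0% = DMSO wells and 100% = thioflavine S control wells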
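Compound dosing – single dose, 10.9 µM nominal final, DMSO 0.8% final · System – NS3 helicase fragment of HCV · Buffer or medium – MOPS pH 6.5, MgCl2, DTT, Tween20, BSA · Signal – Cy5 beacon fluorescence read at start and 1 h · Also added – annealed dual-labelled DNA beacon duplex, ATP-started · Schedule – 1 h at 25 °C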
SUMO HTRF inh = inhibitors of human SUMOylation (UBC9); P63279; HTRF SUMOylation assay, SAE1/SAE2 + UBC9, in vitro; inhibition, % at 35 µM; 290,000 compounds, 0.36% hits; AID 2006; in the data active means inhibition above about 50%, passing the limit was not always enough; further: strong numbers were not always called active
Target sequence (P63279 whole entry, looked up): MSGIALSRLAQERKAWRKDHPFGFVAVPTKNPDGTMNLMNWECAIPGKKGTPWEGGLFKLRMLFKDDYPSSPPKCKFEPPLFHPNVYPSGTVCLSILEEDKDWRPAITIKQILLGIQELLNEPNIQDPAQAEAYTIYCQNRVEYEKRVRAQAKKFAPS
M18AAP inhibitor = blocks P. falciparum M18 aspartyl aminopeptidase; recombinant PfM18AAP, H-Glu-NHMec fluorogenic cleavage; inhibition, % at 7.35 µM; 290,000 compounds, 1.2% hits; AID 1822;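 active means inhibition above the campaign mean inhibition over all tested compounds plus 3 SD, cut at about 28% in these data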;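 further: 0% = plate median of test compound wells and 100% = 2 mM ZnCl2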
FID counter = counter-screen for HCV NS3 helicase inhibitors: DNA intercalator displacement; DNA fluorescent intercalator displacement, fluorescence; inhibition, % at 7.9 µM; 290,000 compounds, 0.17% hits; AID 1845; in the data active means inhibition above about 37%;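 further: 0% = vehicle and 100% = reference compound; higher means more ethidium bromide displaced from hairpin DNA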
VIM-2 inhibitor = inhibitors of Pseudomonas aeruginosa VIM-2 metallo-beta-lactamase | inhibition, % at 5.6 µM | 290,000 compounds, 0.89% hits | purified VIM-2, nitrocefin hydrolysis, epi-absorbance fluorescence | AID 1527;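 active means inhibition above the mean of all tested compounds plus 3 SD, cutoff set per screening run, cut at about 7.5% in these data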;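 further: red hydrolysis product quenches plate fluorescence so inhibitors raise well fluorescence; 0% = enzyme with DMSO and 100% = DMSO without enzyme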
NALP1 yeast inh = blocks the NALP1 inflammasome reconstituted in yeast; S. cerevisiae NALP1/ASC/caspase-1 growth, X-gal OD620, 72 h; 280,000 compounds, 0.61% hits; inhibition, % at 10 µM; in the data active means inhibition mostly above about 24%, no sharp cut-off; inactive means mostly below about 32%; further: some compounds called inactive have numbers as strong as hits
MEKK2 WT-MEK5 = raises or lowers MEK5 binding to wildtype human MEKK2 PB1 domain. bead flow cytometry, Alexa488-MEK5 binding to MEKK2 WT; actives lie on both sides. binding response (% of control), % at 10 µM. 290,000 compounds, 1.1% hits. AID 1531; in the data active means binding response below about 67% or above about 130%
IMP-1 inhibitor = blocks Pseudomonas aeruginosa IMP-1 metallo-beta-lactamase; purified IMP-1, nitrocefin hydrolysis, epi-absorbance fluorescence; inhibition, % at 5.6 µM; 290,000 compounds, 0.45% hits;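 active means inhibition above the mean plus 3 SD of all compounds in the same screening run, cut at about 4.5% in these data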;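 further: 0% = IMP-1 with DMSO and 100% = DMSO wells lacking enzyme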
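Assay system: purified recombinant IMP-1 beta-lactamase. Input: IMP-1 0.2 nM before substrate addition. Buffer or medium: Zinc- and detergent-supplemented HEPES buffer, pH 7.1. Schedule: 25 °C, 15 min preincubation, 25 min reaction. Signal: Epi-absorbance fluorescence, 480 nm excitation, 530 nm emission. Evaluation: percent inhibition from optical density relative to buffer-blank wells.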
MEKK2mut PB1 HTS = signal of MEK5 binding to mutant human MEKK2 PB1 domain; bead flow cytometry, Alexa488-MEK5 binding to MEKK2 mutant; percent response, % at 10 µM; 290,000 compounds, 0.35% hits; in the data active means percent response above about 24%, passing the limit was not always enough; further: inactives centre near 1; some results filed as inactive read as strong as hits
Numbers without * were called inactive; / = not tested or not shown. Rows were taken by chance. About 4.7% of those tested had a hit in this group.

#	mol	FID counter	MEKK2 WT-MEK5	VIM-2 inhibitor	IMP-1 inhibitor	MEKK2mut PB1 HTS	SUMO HTRF inh	M18AAP inhibitor	NS3 helicase inh	NALP1 yeast inh
1	Cc1nc2cc(NC(=O)CSc3nc4c(C)cccc4cc3C#N)ccc2s1	0	102	0.4	-1.8	0	13	-6	-3	14
2	O=c1c2sccc2nc(SCc2ccc([N+](=O)[O-])cc2)n1Cc1ccccn1	-1	96	-2.7	-1.9	1	3	8	6	27
3	Cc1ccc(C2CCN(C(=O)Nc3ccc(F)cc3)C2)cc1 (centres undefined)	-13	85	0.3	0.2	-10	13	-4	-7	-3
4	CCOC(=O)NC(NC(=S)Nc1ccccc1[N+](=O)[O-])C(Cl)(Cl)Cl (centres undefined)	5	106	-4.5	-2.2	6	11	1	2	-5
5	Cc1ccc(C(=O)N2CCOCC2)c(F)c1F	-2	90	-3.7	-1.8	-8	5	-4	-5	22
6	O=C(NNC(=O)C12CC3CC(CC(C3)C1)C2)c1ccccc1[N+](=O)[O-]	-2	100	-1.3	-5.0	-3	1	3	5	1
7	CC(=O)NC(Cc1ccc(F)cc1)C(=O)NC1CCN(C(=O)Nc2cccc(C)c2)CC1 (centres undefined)	-24	103	-2.3	-1.2	-1	-4	-3	7	20
8	CCN(CC)C(=O)CSc1nc2c(sc(=S)n2-c2ccccc2)c(=O)n1-c1ccccc1OC	-43	100	-2.9	-2.4	1	-11	2	-11	-1
9	COc1cccc(CNC(=O)c2ccc3c(c2)N(C)CCS3)c1OC	-31	102	-2.8	-2.7	4	33	21	8	-8
10	CCOC(=O)C1(CCc2ccccc2)CCN(C2Cc3ccccc3C2)CC1	10	123	0.0	-2.7	-6	-2	-3	-27	5
11	Clc1ccc(C2Nc3cccc4cccc(c34)N2)cc1Cl	0	99	3.1	6.1*	0	10	36*	59*	14
12	CCOC(=O)C1=C(C)NC(C)=C(C(=O)OCC)C1C(=O)OCC(=O)NC	-22	98	-4.4	-2.8	-2	15	-11	7	-12
13	CC1=C(C(=O)NC2CCCC(C)C2C)C2(CCCCC2)OC1=O (centres undefined)	-10	103	-5.1	-1.2	3	5	3	9	26
14	Cc1nc(N2CCOCC2)c2c(C)c(C(=O)Nc3ccc(F)cc3Cl)sc2n1	-4	91	-2.9	-1.0	-5	-1	2	-7	8
15	Cc1ccc(F)cc1CNC(=O)C1CCC(=O)N(CCc2ccccc2)C1 (centres undefined)	-34	105	-0.2	-1.4	2	7	-10	5	11
16	Cc1ccc(-c2noc(C3CCCN(C(=O)c4ccccc4)C3)n2)o1 (centres undefined)	-29	96	-3.2	-0.7	5	6	-20	29	-10
17	CCOc1ccccc1N=NC1C(=O)N(C(N)=S)N=C1C (centres undefined)	-6	104	5.5	-2.3	8	-35	9	13	0
18	CCC1=NC(c2ccccc2)N(O)C1(C)C (centres undefined)	-1	102	-5.1	-4.4	6	5	-9	-6	8
19	CC(C)CC(=O)N1CCN(Cc2ccccc2[N+](=O)[O-])CC1	-1	93	0.0	-1.2	-3	4	3	-6	13
20	COc1ccc(Cl)cc1NC(=O)c1c(-c2ccccc2)noc1C	1	108	-0.7	0.3	7	-8	9	0	0
21	CC1C/C(=N\NC(=O)c2ccc([N+](=O)[O-])cc2)CC(C)(C)C1 (centres undefined)	1	103	-3.2	-3.6	-1	16	5	-1	/
22	COC(=O)c1cc(NC(=O)CN2C(=O)CSC2=O)ccc1Cl	-2	97	-0.4	2.6	-2	10	6	-4	4
23	COc1ccccc1N1CCN(C(=O)CSc2ccc3c(C)cc(C)nc3n2)CC1	-12	103	-2.7	-3.4	3	32	4	5	27
24	CSc1nnc2c(n1)c(C)nn2-c1ccc(C)cc1	-1	92	-1.3	-4.3	1	12	0	2	-11
25	COc1ccc(C(=O)Nn2c(C)nc3ccccc3c2=O)cc1OC	-4	102	0.0	0.6	3	-5	-15	4	13
26	CCOC(=O)c1cc(-c2nnc(SCC(=O)Nc3ccc(F)cc3)o2)c(C)nc1C	-5	104	2.7	-2.9	8	36	1	-11	13
27	Cn1c(=O)c(C(N)=S)cn(-c2ccccc2)c1=O	-5	105	2.6	-0.4	1	19	-3	14	10
28	CC12CC3CC(C)(C1)CC(NCc1ccncc1)(C3)C2	3	102	-3.8	-4.2	2	12	2	-6	11
29	CCOc1ccc(NC(=O)COc2cccc3c2CCN(Cc2cccnc2)C3=O)cc1	-35	101	-1.0	-3.0	5	-8	-6	4	4
30	Cc1cccnc1NC(=S)Nc1ncccc1C	-4	98	1.1	-1.3	5	4	1	0	-5
31	COc1ccc(CCNC2CCN(C)CC2)cc1OC	12	106	-3.6	-3.8	4	20	0	4	34
32	Clc1cc(Br)ccc1OCCN1CCOCC1	1	96	-0.2	-2.9	-1	8	2	-2	39
33	CCOc1ccc(S(=O)(=O)Nc2ccc(S(=O)(=O)N3CCOCC3)cc2)cc1	-11	105	-0.6	0.0	4	16	0	-7	13
34	O=C(COc1ccccc1)Nc1ccccc1N1CCN(c2ccccc2)CC1	-2	100	-1.4	-2.1	4	-4	1	6	-2
35	Cc1ccc(Cl)cc1NC(=O)C(NS(=O)(=O)c1cccs1)c1ccccc1 (centres undefined)	-11	107	-1.3	0.1	-1	-21	0	6	27
36	Cc1cccc(C(=O)NC(=S)Nc2c(C)n(C)n(-c3ccccc3)c2=O)c1	-14	106	-2.1	0.9	3	/	2	4	/
37	O=C(Nc1ccon1)c1cccc(C(F)(F)F)c1	0	77	-2.5	-4.0	-3	12	1	6	24
38	COc1ccc(-c2cc(N)n(S(=O)(=O)c3c(F)c(F)c(F)c(F)c3F)n2)cc1OC	-27	101	-0.3	-2.2	7	-5	-88	21	-27
39	Cc1nn(C)c(C)c1CN(C)C(=O)c1cc2nc(-c3ccco3)cc(C(F)(F)F)n2n1	-41	99	0.5	-2.4	0	17	0	2	-6
40	COc1ccc(CNC(=O)C(CCSC)NS(=O)(=O)c2ccccc2F)cc1 (centres undefined)	-7	99	1.9	-1.8	-2	-3	2	-7	-11
41	Cc1cc(Cl)c(S(=O)(=O)Nc2ccc3c(c2)OCCO3)cc1OCC(N)=O	-9	103	-5.6	-3.0	5	2	-9	-12	27
42	COc1ccc(-c2ccc(SCC(=O)N3CC(=O)Nc4ccccc43)nn2)cc1	-38	106	-1.8	-2.1	5	12	0	0	17
43	O=C(NNC1CC(=O)N(c2ccc(Br)cc2)C1=O)c1cccnc1 (centres undefined)	-1	97	-1.9	-1.3	-41	-10	16	3	13
44	O=C(Nc1cc(F)cc(F)c1)c1ccc(NCCCN2CCCCCC2)c([N+](=O)[O-])c1	36	113	1.1	-0.9	5	10	-13	-13	20
45	COc1ccccc1/C=C/C=N/n1c(-c2ccc(Cl)cc2)n[nH]c1=S	15	75	-1.8	-1.8	-26	22	3	8	20
46	NNC(=O)CC12CC3CC(C1)CC(n1ncnn1)(C3)C2	-13	105	-2.4	-2.5	0	-4	3	-1	33
47	COc1ccc2c(c1)C(=O)[C@H](O)[C@@H](c1ccc(OC)c(Br)c1)O2	-14	94	0.9	-2.1	-4	19	14	-2	16
48	Cc1ccc(NS(=O)(=O)c2ccc(CCC(=O)N3CCCC3)cc2)cc1	-19	96	-3.1	-4.9	2	-5	-3	2	14
49	COc1ccccc1CNC(=O)/C=C/c1ccc(Br)o1	-12	101	-1.8	-0.4	-2	14	-33	17	0
50	CCOC(=O)N=Nc1c(O)n(Cc2ccccc2)c2ccccc12	-1	102	-1.4	-2.6	0	-23	7	1	13
51	O=C(CN1C2CCCC1CC(NC(=O)c1ccco1)C2)Nc1ccccc1C(F)(F)F (centres undefined)	-10	94	-1.3	-2.2	-2	-38	-1	5	-85
52	CN(C)CCNC(=O)CCn1nc(-c2ccc(Cl)cc2)ccc1=O	-1	117	0.8	-0.7	15	26	-8	3	-2
53	CCOC(=O)c1c(C)[nH]c(C)c1S(=O)(=O)NCCN1CCN(c2ccccc2F)CC1	-11	106	0.3	-2.3	4	-6	4	-4	8
54	COc1ccc(-c2oc3ncn(CCN4CCOCC4)c(=N)c3c2-c2ccc(OC)cc2)cc1	-2	124	0.1	0.0	4	-1	-8	-5	37
55	Cc1ccccc1C1NC(c2ccccc2C)C([N+](=O)[O-])C(C)(C)C1[N+](=O)[O-] (centres undefined)	-2	96	-0.3	-2.0	0	-4	0	7	8
56	CN(C(=O)c1sc2nc(N3CCOCC3)c3c(c2c1N)CCCC3)c1ccccc1	-18	99	-3.4	-2.4	-1	10	10	11	-7
57	C=CCOC(=O)c1[nH]c2c(c1C)C(=O)CC(c1ccco1)C2 (centres undefined)	-12	97	-1.6	-4.1	-4	1	-15	39*	26

3 compounds drawn at random from those above, as already listed:
#	mol	FID counter	MEKK2 WT-MEK5	VIM-2 inhibitor	IMP-1 inhibitor	MEKK2mut PB1 HTS	SUMO HTRF inh	M18AAP inhibitor	NS3 helicase inh	NALP1 yeast inh
12	CCOC(=O)C1=C(C)NC(C)=C(C(=O)OCC)C1C(=O)OCC(=O)NC	-22	98	-4.4	-2.8	-2	15	-11	7	-12
32	Clc1cc(Br)ccc1OCCN1CCOCC1	1	96	-0.2	-2.9	-1	8	2	-2	39
29	CCOc1ccc(NC(=O)COc2cccc3c2CCN(Cc2cccnc2)C3=O)cc1	-35	101	-1.0	-3.0	5	-8	-6	4	4
